# HRas wt GTP = modulators of GTP binding to HRas wildtype, primary screen, biochemical, bead-based flow cytometry, multiplex | AID 759, 2007 | 190,000 compounds, 0.14% hits | GTP binding activity, % at 10 µM | GTPase HRas (Homo sapiens), P01112 | GST-Ras wt beads, Bodipy-FL-GTP binding; actives lie on both sides;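 active means GTP binding activity at least 20% away from the 100% baseline, either lowered as inhibitor or raised as activator; inconclusive means flagged as likely green fluorescent, judged across all proteins in the well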;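 further: 0% = unlabeled GTP competition control and 100% = no-compound control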
# Target sequence (P01112 whole entry, looked up): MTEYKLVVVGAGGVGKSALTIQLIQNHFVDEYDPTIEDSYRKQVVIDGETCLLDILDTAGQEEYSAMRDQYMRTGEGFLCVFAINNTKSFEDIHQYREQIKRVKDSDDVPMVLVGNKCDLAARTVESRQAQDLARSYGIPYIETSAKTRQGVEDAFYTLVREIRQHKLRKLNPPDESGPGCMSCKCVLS
# Mcl1-Noxa inh = Mcl-1/Noxa binding inhibitors, primary screen, biochemical, TR-FRET, 1536-well. AID 1022, 2008. inhibition, % at 21.7 µM. 220,000 compounds, 1.5% hits. TR-FRET Mcl-1/Noxa peptide binding, 2 h. Induced myeloid leukemia cell differentiation protein Mcl-1 (Homo sapiens), Q07820;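 active means compounds that cut the protein-peptide binding signal by more than 50% relative to plate controls in a single-dose test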;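 further: His-tagged Mcl-1 with rhodamine Noxa BH3 peptide and terbium anti-His antibody; 0% = Mcl-1 plus Noxa peptide wells and 100% = peptide-only wells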
# Target sequence (Q07820 whole entry, looked up): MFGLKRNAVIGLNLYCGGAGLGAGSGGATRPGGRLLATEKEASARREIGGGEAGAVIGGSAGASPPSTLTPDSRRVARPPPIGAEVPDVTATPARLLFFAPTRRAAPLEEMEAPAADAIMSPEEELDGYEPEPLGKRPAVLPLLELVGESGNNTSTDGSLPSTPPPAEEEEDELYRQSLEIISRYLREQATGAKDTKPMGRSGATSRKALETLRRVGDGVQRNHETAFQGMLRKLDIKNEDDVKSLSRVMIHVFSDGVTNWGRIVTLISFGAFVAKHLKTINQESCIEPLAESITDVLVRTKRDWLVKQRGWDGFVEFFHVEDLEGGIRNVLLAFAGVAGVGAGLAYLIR
# Rac1 wt GTP bind = wildtype Rac1 GTP binding modulators, primary screen, biochemical, GST-Rac1 beads, flow cytometry, multiplex. Ras-related C3 botulinum toxin substrate 1 (Homo sapiens), P63000. fluorescent GTP binding; actives lie on both sides; 0 = cold GTP competed, 100 = untreated. GTP binding activity (% of control), % at 10 µM. 190,000 compounds, 0.27% hits. AID 757, 2007;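 active means GTP binding activity at least 20 points away from the 100% control level, either lower or higher; inconclusive means compound flagged as likely green fluorescent, judged across all proteins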
# Rab7 wt GTP bind = modulators of GTP binding to Rab7, primary screen, biochemical, wildtype, multiplex bead flow cytometry | Rab7 GTPase wild type (dog), Bodipy-FL-GTP binding | GST-Rab7 beads, fluorescent GTP binding; actives lie on both sides; untreated = 100%, excess cold GTP = 0% | GTP binding activity (percent of control), % at 10 µM | 190,000 compounds, 0.055% hits | AID 758, 2007;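 active means fluorescent GTP binding to Rab7 beads changed by at least 20 points from the 100% baseline, either direction, mostly lower; inconclusive means compound itself probably fluorescent, or too few beads counted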;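 further: median green fluorescence of bound Bodipy-FL-GTP per Rab7 bead population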
# Pf gamet viab = late stage P. falciparum gametocyte viability inhibitors, primary screen, ATP luminescence, HTS | 150,000 compounds, 0.065% hits | inhibition, % at 10.9 µM | P. falciparum stage V gametocytes, 24 h;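 active means inhibition above the mean plus 3 SD of compounds within the control limits, set per campaign, cut at about 38% in these data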;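 further: 0% = DMSO wells and 100% = medium only without gametocytes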
# Mcl-1 Bim block = inhibitors of Bim peptide binding to Mcl-1, primary screen, biochemical, bead-based flow cytometry, multiplex; Induced myeloid leukemia cell differentiation protein Mcl-1 (Homo sapiens), Q07820; Bim peptide-Mcl-1 binding; inhibition, % at 10 µM; 190,000 compounds, 0.1% hits; AID 1009, 2008; in the data active means inhibition above about 40%;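 further: 0% = no compound tracer wells and 100% = peptide blocker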
# Cdc42 wt GTP = modulators of GTP binding to wildtype Cdc42, primary screen, biochemical, multiplex bead flow cytometry, Bodipy-GTP; GST-Cdc42 beads; actives lie on both sides; Cell division control protein 42 homolog (Homo sapiens), P60953; percent activity (GTP binding), % at 10 µM; 190,000 compounds, 0.2% hits;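 active means percent activity GTP binding at least 20 points away from the 100% baseline, either down as inhibitor or up as activator; inconclusive means compound flagged as likely green fluorescent from well-wide comparison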;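 further: median bead fluorescence of bound Bodipy-FL-GTP at 100 nM; 0% = excess unlabeled GTP control and 100% = no compound control; below 100% means less GTP binding so inhibitor and above means activator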
# Target sequence (P60953 whole entry, looked up): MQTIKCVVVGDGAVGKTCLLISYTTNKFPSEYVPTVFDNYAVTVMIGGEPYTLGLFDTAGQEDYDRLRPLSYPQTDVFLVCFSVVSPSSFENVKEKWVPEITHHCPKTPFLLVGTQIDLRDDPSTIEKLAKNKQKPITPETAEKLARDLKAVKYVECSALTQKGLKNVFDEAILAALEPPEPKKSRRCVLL
# RGS8-Gao = RGS8-Galphao binding modulators, primary screen, biochemical, multiplexed bead flow cytometry; Guanine nucleotide-binding protein G(o) subunit alpha (Homo sapiens), P09471; actives lie on both sides; response (percent of control binding), % at 10 µM; 220,000 compounds, 0.34% hits; in the data active means response below about 60% or above about 140%; inactive means in between;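 further: Galphao activated as the GDP aluminium fluoride complex binding bead-coupled RGS8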
# Target sequence (P09471 whole entry, looked up): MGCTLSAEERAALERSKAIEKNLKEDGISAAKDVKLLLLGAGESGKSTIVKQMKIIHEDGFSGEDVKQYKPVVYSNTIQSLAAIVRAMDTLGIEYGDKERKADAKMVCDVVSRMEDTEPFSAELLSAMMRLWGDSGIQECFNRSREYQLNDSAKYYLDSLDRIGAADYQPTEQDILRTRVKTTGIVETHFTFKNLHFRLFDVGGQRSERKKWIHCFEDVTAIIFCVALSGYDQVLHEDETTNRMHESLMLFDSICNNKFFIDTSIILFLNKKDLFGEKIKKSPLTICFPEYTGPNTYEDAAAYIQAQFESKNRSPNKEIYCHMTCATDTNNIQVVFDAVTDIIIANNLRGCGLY
# Rab2A wt mod = modulators of GTP binding to Rab2A wildtype, primary screen, biochemical, dog, bead-based flow cytometry, multiplex | GTP binding activity, % at 10 µM | 190,000 compounds, 0.19% hits | GST-Rab2 wt beads, Bodipy-GTP binding | Ras-related protein Rab-2A (Canis lupus familiaris), P61105 | AID 760, 2007;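 active means GTP binding activity at least 20 points away from 100%, either lowered or raised; inconclusive means signal likely due to the compound's own green fluorescence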;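 further: 0% = beads with excess unlabeled GTP and 100% = no-compound control corrected for plate trend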
# Rac1 mut GTP = GTP binding modulators of activated mutant Rac1, primary screen, biochemical, bead-based flow cytometry, multiplex, fluorescent GTP; GST-Rac1 activated beads; actives lie on both sides; 100% means binding = to untreated wells; percent activity (GTP binding), % at 10 µM; 190,000 compounds, 0.11% hits; AID 764, 2007;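 active means GTP binding at least 20 percentage points away from the 100% baseline, in either direction, so actives lie on both sides; inconclusive means Compound likely fluorescent itself, or too few beads counted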
# Mcl1 Bid PPI = Mcl-1/Bid binding inhibitors, primary screen, biochemical, TR-FRET, 1536-well | 220,000 compounds, 0.97% hits | TR-FRET Mcl-1/Bid-Dy647 peptide binding | AID 1021, 2008 | inhibition, % at 21.7 µM | Induced myeloid leukemia cell differentiation protein Mcl-1 (Homo sapiens), Q07820;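 active means compounds that cut the binding signal by more than half at the single screening dose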;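 further: His-tagged Mcl-1 with europium anti-His antibody binding Bid BH3 peptide; 0% = Mcl-1 plus peptide wells and 100% = peptide-only wells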
# Starred values were filed as active, the others as inactive; ? = inconclusive; nt = no result given.
# The line under a structure holds: HRas wt GTP	Mcl1-Noxa inh	Rac1 wt GTP bind	Rab7 wt GTP bind	Pf gamet viab	Mcl-1 Bim block	Cdc42 wt GTP	RGS8-Gao	Rab2A wt mod	Rac1 mut GTP	Mcl1 Bid PPI
> C=CCNC(=O)COC(=O)c1ccc(Sc2nncn2C)c([N+](=O)[O-])c1
 : 93.0	1.1	94.0	97.0	12.8	0.0	95.0	102.9	96.0	98.0	-12.3
> O=C1O/C(=C\C(=O)N2CCOCC2)c2ccccc21
 : 104.0	16.7	102.0	95.0	-20.3	0.0	104.0	100.4	104.0	98.0	-9.1
> CCN(C(=O)COC(=O)c1c(C)noc1C)C1CCS(=O)(=O)C1 (stereo not given)
 : 96.0	9.8	97.0	98.0	20.3	-6.0	99.0	105.1	96.0	95.0	0.4
> O=C1CCC/C(=N\NC(=O)COc2ccc(Cl)cc2)C1
 : 99.0	15.9	98.0	103.0	nt	0.0	95.0	101.5	99.0	94.0	-14.0
> Cc1ccc(OC(=O)c2ccc(Br)o2)cc1
 : 107.0	7.2	107.0	104.0	9.7	-1.0	107.0	94.7	106.0	100.0	1.7
> Cc1ccc2c(c1)cc(CN(Cc1cccnc1)C(=O)NCc1ccccc1)c1nnnn12
 : 107.0	4.6	112.0	108.0	nt	-9.0	111.0	99.2	106.0	105.0	6.2
> COc1cc(CCC(=O)OCC(=O)NCc2ccccc2)cc(OC)c1OC
 : 96.0	-11.0	97.0	95.0	4.3	-2.0	95.0	97.2	95.0	98.0	-2.0
> CCOc1cc(CNc2ccc3c(c2)OCCO3)cc(Br)c1OCC(N)=O
 : 100.0	28.5	99.0	100.0	nt	2.0	101.0	100.5	99.0	99.0	-79.9
> Cc1cc2c(cc(C(=O)O)n2C)s1
 : 98.0	11.7	100.0	95.0	nt	-5.0	95.0	94.9	95.0	96.0	5.2
> Cc1ccc2nc(NC(=O)C3CCN(S(=O)(=O)c4cc([N+](=O)[O-])ccc4Cl)CC3)sc2c1
 : ?	27.8	?	?	-2.8	-4.0	?	100.1	?	?	-54.3

# Single records, from the list above. Order of values: HRas wt GTP, Mcl1-Noxa inh, Rac1 wt GTP bind, Rab7 wt GTP bind, Pf gamet viab, Mcl-1 Bim block, Cdc42 wt GTP, RGS8-Gao, Rab2A wt mod, Rac1 mut GTP, Mcl1 Bid PPI
# `COc1cc(CCC(=O)OCC(=O)NCc2ccccc2)cc(OC)c1OC` reads 96.0, -11.0, 97.0, 95.0, 4.3, -2.0, 95.0, 97.2, 95.0, 98.0, -2.0
# `CCN(C(=O)COC(=O)c1c(C)noc1C)C1CCS(=O)(=O)C1` (stereo not given) reads 96.0, 9.8, 97.0, 98.0, 20.3, -6.0, 99.0, 105.1, 96.0, 95.0, 0.4
# `Cc1ccc2nc(NC(=O)C3CCN(S(=O)(=O)c4cc([N+](=O)[O-])ccc4Cl)CC3)sc2c1` reads ?, 27.8, ?, ?, -2.8, -4.0, ?, 100.1, ?, ?, -54.3
# `O=C1O/C(=C\C(=O)N2CCOCC2)c2ccccc21` reads 104.0, 16.7, 102.0, 95.0, -20.3, 0.0, 104.0, 100.4, 104.0, 98.0, -9.1

# (further entries)
# The line under a structure holds: HRas wt GTP	Mcl1-Noxa inh	Rac1 wt GTP bind	Rab7 wt GTP bind	Pf gamet viab	Mcl-1 Bim block	Cdc42 wt GTP	RGS8-Gao	Rab2A wt mod	Rac1 mut GTP	Mcl1 Bid PPI
> Cn1c(C(=O)OCC(=O)NCc2cccs2)cc2sccc21
 : 101.0	1.6	101.0	99.0	-6.4	1.0	101.0	106.6	100.0	98.0	1.1
> CCOc1cc(NC(=S)NCCCN2CCOCC2)c(OCC)cc1NC(=O)CC(C)C
 : 94.0	nt	89.0	95.0	-28.6	-3.0	92.0	101.9	93.0	90.0	-19.9
> CC(=O)c1cn(C)c(=O)n(C)c1=O
 : 102.0	-10.7	105.0	104.0	8.3	1.0	104.0	94.9	101.0	103.0	-12.5
> Cc1onc(-c2ccccc2)c1C(=O)OCC(=O)Nc1cc(S(=O)(=O)N2CCOCC2)ccc1Cl
 : 100.0	12.9	101.0	109.0	-0.4	1.0	99.0	101.0	100.0	96.0	-4.9
> CCC(=O)NC(=Nc1nc2ccccc2s1)NC(=O)CC
 : 99.0	6.0	100.0	99.0	nt	1.0	98.0	99.8	96.0	96.0	-15.3
> COc1ccc(N/C=C\C(=O)c2ccc(Br)cc2)cc1OC
 : 97.0	11.5	101.0	98.0	-11.9	-6.0	99.0	100.7	98.0	97.0	-20.0
> CCCNC(=O)c1ccc(Cn2cc(C(F)(F)F)ccc2=O)cc1
 : 94.0	-5.5	96.0	102.0	-9.2	-1.0	94.0	102.1	97.0	93.0	-12.8
> COc1ccc(/C=C/C(=O)Nc2cc(S(=O)(=O)N3CCOCC3)ccc2C)cc1OC
 : 93.0	8.4	95.0	93.0	nt	0.0	96.0	103.6	94.0	94.0	-33.3
> CCC(C)(C)n1nnnc1C(c1ccc(C)cc1)N1CCN(Cc2ccc3c(c2)OCO3)CC1 (stereo not given)
 : 103.0	19.4	111.0	104.0	nt	-1.0	103.0	102.3	103.0	100.0	-7.4
> CCCOP(=O)(c1ccc(N(C)C)cc1)C(O)c1cc(OC)c(OC)c(OC)c1 (stereo not given)
 : 101.0	-2.9	102.0	102.0	nt	-2.0	100.0	99.6	100.0	98.0	-8.2
> Cc1cc([N+](=O)[O-])ccc1NC1CCCC1
 : 99.0	6.8	105.0	97.0	-27.7	-4.0	103.0	101.8	98.0	98.0	-21.0
> COC(=O)CSc1cc(C)nc(SC)n1
 : 103.0	8.8	104.0	100.0	nt	-4.0	102.0	99.5	103.0	102.0	-20.6
> Cc1oc(-c2cccc(C(F)(F)F)c2)nc1CN1CCOCC1
 : 96.0	3.3	101.0	94.0	3.4	-1.0	102.0	100.7	96.0	95.0	3.7
> CCn1c(=O)cc(SCC(=O)NCCCN2CCN(c3ccc(F)cc3)CC2)c2ccccc21
 : 94.0	nt	94.0	94.0	nt	-3.0	94.0	99.7	92.0	92.0	-14.3
> Cc1ccc(SC(C)C(=O)N2CCCC2)cc1 (stereo not given)
 : 101.0	-6.3	99.0	104.0	1.7	0.0	103.0	100.8	100.0	100.0	-3.6
> COc1ccc(-c2c(C#N)c(N)nc3c2CCC3)cc1
 : 96.0	19.6	99.0	91.0	10.4	-3.0	99.0	100.6	96.0	97.0	-14.2
> O=C(COC(=O)c1ccc(O)cc1)NCCCc1ccccc1
 : 93.0	10.5	101.0	91.0	14.8	-4.0	95.0	99.7	93.0	97.0	-0.1
> Cc1ccc(NC(=O)CCCSc2nc3ccccc3[nH]2)cc1
 : 101.0	13.2	108.0	103.0	5.9	-3.0	103.0	129.0	102.0	102.0	10.7
> CC1C=CCC2C(=O)N(c3cccc(C(=O)N4CCCCCC4)c3)C(=O)C12 (stereo not given)
 : 105.0	-3.8	110.0	102.0	0.6	0.0	107.0	99.1	102.0	103.0	-56.5
> CCCCS(=O)(=O)/C=C/[C@H]1[C@H](S(=O)(=O)CCCC)[C@H]2C=C[C@@H]1C2
 : 102.0	7.8	106.0	102.0	nt	3.0	102.0	99.6	102.0	100.0	-13.6
> Cc1cc(C(=O)CCC(=O)N2CCN(S(=O)(=O)c3cccs3)CC2)c(C)s1
 : 100.0	8.5	101.0	97.0	-2.5	0.0	100.0	99.2	98.0	96.0	-39.7
> CCC(CC)C(=O)Nc1c2c(nn1-c1ccc(OC)cc1)CS(=O)C2 (stereo not given)
 : 98.0	6.4	95.0	93.0	nt	1.0	100.0	99.7	95.0	96.0	-17.2
> Cc1ccsc1C(=O)N/N=C/c1ccc([N+](=O)[O-])cc1
 : 104.0	24.7	104.0	104.0	0.8	-1.0	100.0	104.9	101.0	102.0	-10.9
> Cc1cccc(NS(=O)(=O)c2c(C)n[nH]c2C)c1
 : 101.0	4.5	99.0	101.0	nt	0.0	101.0	104.4	101.0	97.0	-8.0
> Cc1ccc(C)c(S(=O)(=O)N2CCCOC2CNC(=O)C(=O)NCCCn2ccnc2)c1 (stereo not given)
 : 103.0	2.7	108.0	102.0	2.7	-8.0	106.0	101.9	104.0	103.0	-14.4
> Cc1ccc2c(c1)cc1c(=O)[nH]ncn12
 : 96.0	-37.5	97.0	100.0	nt	3.0	95.0	99.6	100.0	99.0	-1.5
> CCOc1ccc(NC2=NC(C(=O)NCc3ccccc3)CC(=O)N2)cc1 (stereo not given)
 : 100.0	-2.0	102.0	103.0	nt	-5.0	99.0	101.1	100.0	99.0	-16.3
> CC(C)C(OC(=O)c1cccs1)C(=O)NCc1ccc2c(c1)OCO2 (stereo not given)
 : 97.0	13.6	106.0	104.0	5.4	0.0	98.0	106.4	98.0	95.0	-33.8
> COc1ccc(OC)c(C2=NOC(C(=O)Nc3ccccc3SC)C2)c1 (stereo not given)
 : 101.0	14.2	102.0	99.0	nt	-5.0	104.0	94.8	102.0	101.0	-24.5
> CCN(c1ccccc1)S(=O)(=O)c1ccc2[nH]c(=O)[nH]c2c1
 : 98.0	13.6	99.0	103.0	16.3	-2.0	93.0	101.2	99.0	97.0	-56.2
> Cc1ccc(NCc2nnc(SCC(=O)N3CCc4ccccc43)n2C)cc1
 : 98.0	-15.0	99.0	97.0	nt	0.0	98.0	101.0	98.0	98.0	-96.2
> CN(C)CCCNC(=O)c1ccc(/C=N/O)nc1
 : 98.0	2.0	100.0	104.0	-25.2	-2.0	99.0	12.2*	100.0	94.0	-3.6
> O=C(O)c1ccc(S(=O)(=O)c2ccc3c(c2)C(=O)N(CC2CCCO2)C3=O)cc1 (stereo not given)
 : 102.0	15.7	105.0	99.0	nt	0.0	99.0	101.2	97.0	94.0	-21.3
> COc1ccc(Cn2c(N)c(C#N)c3nc4ccccc4nc32)cc1
 : 96.0	-3.6	99.0	99.0	nt	-1.0	99.0	106.8	97.0	97.0	4.9

# Assay outcomes as filed in PubChem.
